# Assay outcomes from PubChem BioAssay.
# GASC1 inh – inhibitors of human demethylase GASC-1 KDM4C; Q9H3R0; GST-KDM4C 2-372, H3K9me3 peptide, LANCE TR-FRET; inhibition, % at 12.5 µM; 96,000 compounds, 0.15% hits; AID 720574;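 active = mean replicate inhibition above about 25%, with at least 55% of replicates also reaching it, limit read from the data, passing the limit was not always enough; inconclusive = only one of those two conditions met; inactive = neither condition met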
# Target sequence (Q9H3R0 2-372 limits assumed): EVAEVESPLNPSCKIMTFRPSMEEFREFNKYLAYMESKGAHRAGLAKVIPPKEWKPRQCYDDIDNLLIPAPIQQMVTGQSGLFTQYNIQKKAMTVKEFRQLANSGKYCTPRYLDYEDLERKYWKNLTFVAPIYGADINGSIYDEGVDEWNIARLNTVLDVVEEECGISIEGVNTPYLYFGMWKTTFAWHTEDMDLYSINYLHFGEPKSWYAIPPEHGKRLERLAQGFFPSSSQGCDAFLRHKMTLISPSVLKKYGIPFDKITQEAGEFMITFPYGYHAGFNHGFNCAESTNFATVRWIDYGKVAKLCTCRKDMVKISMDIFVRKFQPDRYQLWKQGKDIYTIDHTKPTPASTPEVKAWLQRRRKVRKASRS
#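 reagent = H3K9me3 peptide substrate, Fe(II), 2-oxoglutarate | system = GST-tagged GASC-1 (JMJD2C) catalytic fragment, aa 2-372 | amount = enzyme final amount 10 nM | read-out = Fall in 671/618 emission ratio as inhibition | medium = HEPES buffer, pH 7.5, plus ascorbate | schedule = 30 min reaction, 60 min detection, RT | measured by = LANCE TR-FRET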
# T cruzi growth – T. cruzi proliferation inhibition; AID 624255; 77,000 compounds, 5.9% hits; T. cruzi beta-gal in NIH3T3, GalScreen luminescence, 90 h; inhibition, % at 8.34 µM;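 active = mean inhibition above about 93%, with at least 55% of replicates each passing it, limit read from the data, passing the limit was not always enough; inconclusive = only one of those two conditions holds; inactive = neither condition holds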
# Pf Dd2 growth – P. falciparum Dd2 growth inhibition; SYBR Green, 72 h; stronger effect = lower value; activity change, % at 10 µM; 94,000 compounds, 2.3% hits; in the data active = activity change below about -80%; inconclusive = no clear call, values can overlap the other calls
# C diff growth – blocks growth of Clostridium difficile. growth activity, negative = inhibition, % at 16 µg/mL (by protocol). AID 1259249. 86,000 compounds, 0.25% hits. Clostridium difficile clinical isolate growth, OD600, 24 h; stronger effect = lower value;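 active = mean growth activity at or below -80% and every replicate also at or below -80%; inconclusive = mean at or below -80% but some replicate above -80%; inactive = mean growth activity above -80%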;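 note: 0% = DMSO wells and -100% = levofloxacin 16 µg/mL wells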
# Active calls of the source: *; ? = inconclusive; nt = not tested or not shown.
# Order of values – Pf Dd2 growth, T cruzi growth, GASC1 inh, C diff growth
- COc1ccccc1-c1cnc2c(c1)C(=O)N([C@@H](C)CO)C[C@H](C)[C@H](CN(C)Cc1cccc(F)c1)O2
  -5, 71, -2.9, -1
- Cc1noc(C)c1NC(=O)Nc1ccc2c(c1)C(=O)N([C@@H](C)CO)C[C@H](C)[C@H](CN(C)Cc1ccncc1)OCCCC[C@@H](C)O2
  6, 34, 1.5, -3
- C[C@@H]1CCCCO[C@@H](CN(C)S(=O)(=O)c2cccs2)[C@@H](C)CN([C@H](C)CO)C(=O)c2cc(NC(=O)c3ccccc3)ccc2O1
  -27, 71, -2.5, 5
- O=C(C[C@H]1C[C@@H]2c3cc(NC(=O)NC4CCCC4)ccc3O[C@@H]2[C@H](CO)O1)NCc1ccc(Cl)cc1
  3, 72, -1.7, -6
- CCCN1[C@@H]2c3ccc(-c4cccc(F)c4)c(=O)n3C[C@H]1[C@H](CO)[C@H]2C(=O)N(C)C
  26, nt, -0.1, 2
- O=C(C[C@@H]1CC[C@@H]2[C@H](COC[C@@H](O)CN2S(=O)(=O)c2ccc(F)cc2)O1)NCCN1CCCCC1
  1, 51, 0.3, nt
- Cc1noc(C)c1S(=O)(=O)N(C)C[C@H]1OCCCC[C@H](C)Oc2ccc(NC(=O)Nc3ccc4c(c3)OCO4)cc2C(=O)N([C@H](C)CO)C[C@@H]1C
  -22, 90, -1.5, -2
- C[C@H](CO)N1C[C@H](C)[C@H](CN(C)S(=O)(=O)c2ccccc2)Oc2ccc(NC(=O)CCN3CCOCC3)cc2C1=O
  6, 9, 1.3, -6
- COc1ccccc1C(=O)N1C[C@@H]2[C@H](c3ccccc31)[C@@H](CO)N2C(=O)Cc1ccccc1
  -6, 7, -1.0, -2
- CCCC#Cc1ccc2c(c1)O[C@H](CN(C)C(=O)Nc1ccccc1F)[C@@H](C)CN([C@@H](C)CO)S2(=O)=O
  -49, nt, -0.3, 3
- Cn1cnc(S(=O)(=O)N2CCCCN3[C@H](CO)[C@@H](c4ccc(C5=CCCC5)cc4)[C@H]3C2)c1
  -17, 10, nt, -8
- COc1ccc(S(=O)(=O)Nc2ccc3c(c2)C(=O)N([C@H](C)CO)C[C@@H](C)[C@H](CN(C)C(=O)Cc2ccccc2)OCCCC[C@H](C)O3)cc1
  -43, 93, 12, -5
- C[C@@H]1CN([C@@H](C)CO)S(=O)(=O)c2ccc(C#CC3CCCC3)cc2O[C@@H]1CN(C)Cc1cccnc1
  -65, 103*, -0.7, 6
- O=C(c1ccccc1)N1CC(=O)N2[C@H](CO)[C@@H](c3ccc(C#CCC4CCCC4)cc3)[C@@H]2C1
  -73, nt, 0.4, 10
- CS(=O)(=O)Nc1ccc2c(c1)[C@H]1C[C@H](CC(=O)N3CCOCC3)O[C@H](CO)[C@H]1O2
  18, -3, 0.1, 3

# Next section.
# Order of values – Pf Dd2 growth, T cruzi growth, GASC1 inh, C diff growth
- Cn1cnc(S(=O)(=O)N2CCCCN3[C@H](C2)[C@H](c2ccc(C4=CCCC4)cc2)[C@@H]3CO)c1
  -16, 56, nt, -4
- O=C(C[C@H]1C=C[C@@H](NC(=O)Nc2ccccc2F)[C@H](CO)O1)NCc1ccc(Cl)cc1
  -9, 45, -1.8, -1
- O=C(Nc1ccccc1F)N1CC(=O)N2[C@H](CO)[C@@H](c3ccc(C#CC4CC4)cc3)[C@H]2C1
  -16, nt, 0.3, 5
- CCCN1[C@@H]2Cn3c(ccc(C4=CCCC4)c3=O)[C@H]1[C@@H](C(=O)N(C)C)[C@@H]2CO
  9, 36, -0.6, 0
- N#C[C@H]1[C@H](c2ccccc2)[C@H](CO)N1C(=O)c1ccccc1F
  -1, 11, 0.6, 11
- C[C@H]1CN([C@@H](C)CO)S(=O)(=O)c2ccc(C3=CCCCC3)cc2O[C@@H]1CN(C)C(=O)Cc1ccccc1
  -47, 79, -2.5, 1
- COc1ccc2c3c(n(C)c2c1)[C@H](CO)N(C(=O)c1cccc(F)c1)CC31CCN(CC2CC2)CC1
  -29, nt, nt, 4
- COCC#Cc1ccc2c(c1)O[C@H](CN(C)Cc1ccncc1)[C@@H](C)CN([C@H](C)CO)S2(=O)=O
  27, 44, 0.7, 0
- Cc1ccc(S(=O)(=O)NCC[C@@H]2CC[C@@H](NC(=O)c3cccnc3)[C@@H](CO)O2)cc1
  17, 16, 2.2, 3
- CN1C(=O)c2cc(NC(=O)Nc3ccc(Cl)cc3)ccc2OC[C@@H]2O[C@@H](CC(=O)O)CC[C@@H]21
  -1, 29, 3.7, 12
- O=C(C[C@H]1C=C[C@H](NC(=O)C2CC2)[C@H](CO)O1)NCCCN1CCOCC1
  0, nt, -1.2, 1
- COCCNC(=O)[C@H]1[C@H](CO)[C@H]2Cn3c(ccc(-c4ccccc4)c3=O)[C@@H]1N2C(=O)NC(C)C
  -4, -46, -0.3, -4
- CCCN1C[C@H](C)[C@H](OC)CN(C)C(=O)c2ccc(NC(=O)c3cccc(F)c3)cc2OC[C@H]1C
  -35, 51, 1.8, nt
- COCC(=O)N1C[C@H](C)[C@H](OC)CN(C)C(=O)c2cc(NC(=O)c3ccc(F)cc3)ccc2OC[C@@H]1C
  -14, 6, -0.4, -1
- C[C@@H]1CN([C@H](C)CO)C(=O)c2cc(NS(=O)(=O)c3ccc(Cl)cc3)ccc2O[C@@H](C)CCCCO[C@@H]1CN(C)Cc1ccncc1
  -52, 7, 8.5, -6

# 3 entries from above, sorted by length of the SMILES, falling.
# Order of values – Pf Dd2 growth, T cruzi growth, GASC1 inh, C diff growth
- C[C@H]1CN([C@@H](C)CO)S(=O)(=O)c2ccc(C3=CCCCC3)cc2O[C@@H]1CN(C)C(=O)Cc1ccccc1
  -47, 79, -2.5, 1
- Cn1cnc(S(=O)(=O)N2CCCCN3[C@H](C2)[C@H](c2ccc(C4=CCCC4)cc2)[C@@H]3CO)c1
  -16, 56, nt, -4
- CCCN1[C@@H]2Cn3c(ccc(C4=CCCC4)c3=O)[C@H]1[C@@H](C(=O)N(C)C)[C@@H]2CO
  9, 36, -0.6, 0

# Remaining list, next part
# Order of values – Pf Dd2 growth, T cruzi growth, GASC1 inh, C diff growth
- CN1C(=O)c2cc(NC(=O)C3CCCC3)ccc2OC[C@@H]2O[C@H](CC(=O)NCC(F)(F)F)CC[C@@H]21
  6, -55, 2.6, -7
- COc1ccc(NC(=O)Nc2ccc3c(c2)C(=O)N([C@H](C)CO)C[C@H](C)[C@@H](CN(C)S(=O)(=O)c2ccc(F)cc2)OCCCC[C@@H](C)O3)cc1
  -27, -50, -0.5, -3
- C[C@@H]1CCCCO[C@@H](CN(C)S(=O)(=O)c2cn(C)cn2)[C@@H](C)CN([C@@H](C)CO)C(=O)c2cc(NS(C)(=O)=O)ccc2O1
  39, 102*, 0.5, -1
- O=C(CN1CCOCC1)N1CCCCN2[C@@H](CO)[C@H](c3ccc(-c4ccccc4F)cc3)[C@@H]2C1
  43, ?, -0.2, -12
- Cc1noc(C)c1NC(=O)Nc1ccc2c(c1)C(=O)N([C@@H](C)CO)C[C@H](C)[C@@H](CN(C)S(=O)(=O)c1ccc(Cl)cc1)O2
  18, 35, -1.5, -1
- Cc1noc(C)c1NC(=O)N(C)C[C@H]1OCCCC[C@H](C)Oc2ccc(NC(=O)Nc3ccccc3)cc2C(=O)N([C@H](C)CO)C[C@@H]1C
  27, -11, 0.2, 2
- CCCNC(=O)N(C)C[C@H]1Oc2ncc(C#CCC(C)C)cc2C(=O)N([C@H](C)CO)C[C@@H]1C
  9, -35, 0.1, 8
- COc1cccc(S(=O)(=O)N(C)C[C@@H]2Oc3ncc(-c4cccc(F)c4)cc3C(=O)N([C@H](C)CO)C[C@@H]2C)c1
  -46, 4, -1.1, 4
- C/C=C/c1ccc([C@@H]2[C@@H](CO)N3CCCCN(S(=O)(=O)c4cccs4)C[C@H]23)cc1
  -14, 75, -1.0, 53
- Cc1noc(C)c1NC(=O)N(C)C[C@H]1OCCCC[C@H](C)Oc2ccc(N(C)C)cc2C(=O)N([C@H](C)CO)C[C@@H]1C
  17, 64, 9.0, 0
- C[C@@H]1CCCCO[C@@H](CN(C)Cc2ccc(C(F)(F)F)cc2)[C@@H](C)CN([C@@H](C)CO)C(=O)c2cc(NS(=O)(=O)c3cn(C)cn3)ccc2O1
  -27, 46, -0.6, 1
- COc1ccc(NC(=O)N2CC3(C2)CN(C(=O)CN2CCOCC2)[C@@H](CO)c2[nH]c4cc(OC)ccc4c23)cc1
  -5, nt, 1.0, -8
- COc1ccc(-c2ccc3c(c2)O[C@H](CN(C)Cc2cccnc2)[C@@H](C)CN([C@H](C)CO)S3(=O)=O)cc1
  -68, nt, -2.4, -13
- CCC(=O)N1CCCCN2[C@@H](CO)[C@@H](c3ccc(C#Cc4ccccc4F)cc3)[C@@H]2C1
  -17, 113*, -1.5, 3
- COc1ccc(NC(=O)N(C)C[C@@H]2OCCCC[C@@H](C)Oc3ccc(NC(=O)Nc4ccccc4)cc3C(=O)N([C@@H](C)CO)C[C@H]2C)cc1
  16, -9, -1.3, 1

# Next part
# Order of values – Pf Dd2 growth, T cruzi growth, GASC1 inh, C diff growth
- C[C@H](O)C#Cc1ccc2c(c1)O[C@@H](CN(C)CC1CCOCC1)[C@H](C)CN([C@@H](C)CO)S2(=O)=O
  -10, 61, nt, 2
- C[C@H](CO)N1C[C@H](C)[C@@H](CN(C)Cc2ccncc2)Oc2c(NC(=O)C3CCCCC3)cccc2C1=O
  -7, 15, 1.1, 1
- COc1ccc2c3c(n(C)c2c1)[C@@H](CO)N(C(=O)c1ccncc1)CC31CN(CC2CC2)C1
  2, nt, -0.8, -6
- C[C@H](CO)N1C[C@H](C)[C@@H](CN(C)C(=O)c2ccc(F)cc2)Oc2ncc(C#CCN(C)C)cc2C1=O
  30, 34, 2.0, -4
- C[C@H](CO)N1C[C@H](C)[C@@H](CN(C)S(=O)(=O)c2ccc(F)cc2)Oc2cc(C#Cc3ccncc3)ccc2S1(=O)=O
  -59, 93, -4.2, 4
- C[C@@H]1CN([C@@H](C)CO)C(=O)Cc2cc(NC(=O)NC3CCCCC3)ccc2O[C@@H]1CN(C)CC1CCCCC1
  4, 30, 0.6, -1
- CC(=O)Nc1ccc2c(c1)C(=O)N(C)[C@H]1CC[C@@H](CC(=O)Nc3cn(C)nc3C)O[C@H]1CO2
  1, 34, 9.9, -6
- O=C(CC1CC1)N1CC2(C1)[C@@H](c1ccccc1)[C@@H](CO)N2CC1CCOCC1
  -5, nt, -0.3, 6
- Cc1ccc(S(=O)(=O)Nc2cccc3c2O[C@H](CN(C)C)[C@@H](C)CN([C@H](C)CO)C3=O)cc1
  30, -11, -0.7, -3
- C[C@@H]1CN([C@H](C)CO)C(=O)c2cc(Br)cnc2O[C@@H]1CN(C)C(=O)c1cccnc1
  33, 34, -0.3, 8
- C[C@H]1CCCCO[C@H](CN(C)CC2CC2)[C@@H](C)CN([C@@H](C)CO)C(=O)c2cc(NC(=O)C3CCCCC3)ccc2O1
  -45, 102*, -0.3, -1
- C[C@H](CO)N1C[C@H](C)[C@@H](CN(C)Cc2ccncc2)Oc2ccc(NC(=O)CCCN(C)C)cc2CC1=O
  33, -38, -0.3, 1
- C[C@@H](O)C#Cc1ccc2c(c1)O[C@@H](CN(C)Cc1cccnc1)[C@@H](C)CN([C@@H](C)CO)S2(=O)=O
  4, nt, nt, -1
- COc1ccc(NC(=O)N(C)C[C@H]2OCCCC[C@H](C)Oc3ccc(NS(=O)(=O)c4ccc(C)cc4)cc3C(=O)N([C@@H](C)CO)C[C@H]2C)cc1
  -70, -8, 10, nt
- CO[C@H]1CN(C)C(=O)c2ccc(NC(=O)Nc3ccccc3F)cc2OC[C@H](C)N(Cc2ccccc2C(=O)O)C[C@@H]1C
  31, nt, -0.3, 12

# (listing goes on)
# Order of values – Pf Dd2 growth, T cruzi growth, GASC1 inh, C diff growth
- Cc1noc(C)c1NC(=O)Nc1ccc2c(c1)C(=O)N([C@@H](C)CO)C[C@@H](C)[C@@H](CN(C)S(=O)(=O)c1ccc(Cl)cc1)OCCCC[C@H](C)O2
  -59, 28, -1.8, 0
- CC(C)NC(=O)Nc1ccc2c(c1)C(=O)N([C@H](C)CO)C[C@H](C)[C@@H](CN(C)Cc1ccccc1)OCCCC[C@H](C)O2
  12, 36, -1.3, 1
- Cc1ccc(-c2cnc3c(c2)C(=O)N([C@@H](C)CO)C[C@@H](C)[C@@H](CN(C)S(C)(=O)=O)O3)cc1
  1, nt, 4.8, -1
- C[C@@H]1CN([C@@H](C)CO)C(=O)c2cc(C#CCC3CCCC3)cnc2O[C@@H]1CN(C)Cc1ccccn1
  -44, 71, 1.7, -25
- O=C(CN1CCOCC1)N1CC(=O)N2[C@H](C1)[C@@H](c1ccc(-c3cccc(F)c3)cc1)[C@@H]2CO
  -4, nt, 0.5, -1
- C[C@@H]1CN([C@H](C)CO)C(=O)c2cccc(NC(=O)Nc3ccc(F)cc3)c2O[C@@H]1CN(C)C(=O)Nc1cccc2ccccc12
  4, 43, -0.9, -1
